High-throughput results as filed in PubChem.
Eya2 inh = blocks the phosphatase activity of human Eya2 | O00167 | recombinant Eya2, OMFP fluorescence dephosphorylation (OMFP is methylfluorescein phosphate) | Potency, µM (series often up to 76.9 µM), without a hit: at the top dose activity, negative = inhibition, most hits filed as inhibitors | 330,000 compounds, 0.006% hits | AID 488837; note: potency is the fitted concentration of half-maximal effect; % is set by controls: 0 for no effect and ±100 for the full control effect
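Eya2 (0.2 uM) preincubated 10 min at ambient with compound, then OMFP substrate added at 50 uM; 10 min reaction in 50 mM HEPES pH 7.5, 50 mM NaCl, 5 uM MgCl2, 0.05% BSA, 1 mM DTT. Fluorescence read at Ex 485/Em 525 nm.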
a7 integrin act = activators of alpha7 integrin expression for muscular dystrophy | alpha7betagal myoblasts, beta-gal FDG fluorescence, 48 h | Potency, µM (doses to about 38.3 µM), for inactives: at the top dose activation, actives largely listed as activators | 350,000 compounds, 0.064% hits | AID 624291;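 note: potency is the fitted concentration of half-maximal effect; 100% = response of the positive control SU9516; nearly all actives have a fitted effect of over 60% in size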
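Alpha7betagal+/- myoblasts (passage 13) were plated 16-24 hr, then exposed to compounds (1:260 dilution of DMSO stock) for 48 hours at 37C. After MPER lysis, β-galactosidase reporter activity was read as FDG fluorescence (ex 480/em 540) after 30 minutes.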
uPA surface inh = inhibitors of cell surface uPA generation | AID 540303 | 330,000 compounds, 0.31% hits | cell surface uPA generation assay, qHTS | Potency, µM (top dose mostly 38.3 µM), without a hit: at the highest dose activity change, negative = inhibition, usual class: inhibitors; active = well fitted inhibition curve with a large enough effect; inconclusive = small, poorly fitted or top-dose-only effect; inactive = no such curve, though single readings can be large or run the other way; tested in mouse RAW 264.7 cells; note: potency is the fitted concentration of half-maximal effect; % is set by controls: 0 for no effect and ±100 for the full control effect; nearly all actives have a fitted effect of over 55% in size
BRCA1 expr up = increases BRCA1 expression. Potency, µM (series often up to 46.1 µM), without a hit: at the top dose activation, hits mostly activators. 380,000 compounds, 1.1% hits. AID 624202. MCF7-BRCA1-FFLuc reporter, luminescence, 48 h; response scale: scaled: vehicle 0%, 10 µM genistein 100%; note: potency is the fitted concentration of half-maximal effect; nearly all actives have a fitted effect of over 80% in size; some results filed as inactive show a strong effect at the top dose
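Reporter cells (MCF7, BRCA1 promoter-firefly luciferase) received library compounds across a concentration series for 48 h. End-point luminescence was measured and concentration-effect curves derived after normalization.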
B2AR arrestin = agonists driving beta-arrestin recruitment to human beta2-adrenergic receptor; beta-arrestin recruitment to beta2AR, cell-based reporter; 330,000 compounds, 0.02% hits; AID 492947; P07550; Potency, µM (series often up to 46.1 µM), without a hit: at the top dose activation, usual class: activators;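 note: potency is the fitted concentration of half-maximal effect; 0% = DMSO controls and full agonism = EC100 isoproterenol or metaproterenol; nearly all actives have a fitted effect of over 65% in size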
ELG1 genotoxic = genotoxicity induction in ELG1-luciferase HEK293T cells; HEK293T ELG1-luciferase reporter, luminescence, 16 h; Potency, µM (titrated, usually from 46 µM), inactives show at the top dose activity change, positive = activation, actives largely listed as activators; 330,000 compounds, 1.3% hits; AID 504466; note: potency is the fitted concentration of half-maximal effect; % of control where 0% means no effect; nearly all actives have a fitted effect of over 60% in size
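ELG1-luciferase HEK293T cells, 2,000/well; compound pinned in; 16 hr, 37 °C, 5% CO2; ONE-Glo, 30 min RT; luminescence on CCD imager.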
TRPV1 agonist = human TRPV1 agonism; Q8NER1; TRPV1-expressing cells, Fluo-8 calcium influx, agonist mode; activation, % at 8.33 µM; 320,000 compounds, 0.19% hits; AID 540275; in the data active = activation above about 80%; inconclusive = between about 30% and that limit; note: 0% is about no effect
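TRPV1-expressing cells were cultured overnight at 35.5C and loaded with Fluo-8 calcium dye for 40 to 90 min at room temperature. After a 10 s baseline, compound was added and calcium influx was read kinetically for 3 min (ex 480/em 520 nm).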
p53 reactivator = restores transcriptional activity of mutant p53 | H1299 p53-A138V BP100-luciferase reporter, luminescence, 24 h | Potency, µM (highest dose often 92.2 µM), for the others: top-dose activity change, positive = activation, most hits filed as activators | 320,000 compounds, 0.063% hits | AID 504706; note: potency is the fitted concentration of half-maximal effect; % of control where 0% means no effect; nearly all actives have a fitted effect of over 45% in size
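H1299 (p53-null), stable ts p53-A138V + BP100-Luc; 1000 cells/well, Opti-MEM/10% FBS; cpd 4 pt, 1:5; 24 h, 37 deg C, 5% CO2; detection reagent 10 min RT; luminescence.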
S-ASM inh = human S-ASM enzyme inhibition; Potency, µM (top dose mostly 57.5 µM), without a hit: top-dose activity change, negative = inhibition, usual class: inhibitors; placental ASM, HMU-PC fluorogenic substrate, 60 min; 340,000 compounds, 0.006% hits; AID 504937; P17405; note: potency is the fitted concentration of half-maximal effect
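HMU-PC0 cleavage (9 uM final) by human placental ASM, 60 min at 37 °C following 10 min compound exposure at RT; stopped at pH 10, fluorescence Ex 386/Em 447 nm.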
USP2a inh = blocks human ubiquitin-specific protease USP2a. USP2 core, Ub-CHOP2 coupled fluorogenic reporter, 485/531. 330,000 compounds, 0.01% hits. AID 463254. Potency, µM (highest dose often 38.3 µM), for the others: at the top dose activity change, negative = inhibition, actives largely listed as inhibitors;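 note: potency is the fitted concentration of half-maximal effect; plate controls were DMSO wells for no effect and full inhibition by NEM control for full effect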
Target sequence (O75604 whole entry, looked up): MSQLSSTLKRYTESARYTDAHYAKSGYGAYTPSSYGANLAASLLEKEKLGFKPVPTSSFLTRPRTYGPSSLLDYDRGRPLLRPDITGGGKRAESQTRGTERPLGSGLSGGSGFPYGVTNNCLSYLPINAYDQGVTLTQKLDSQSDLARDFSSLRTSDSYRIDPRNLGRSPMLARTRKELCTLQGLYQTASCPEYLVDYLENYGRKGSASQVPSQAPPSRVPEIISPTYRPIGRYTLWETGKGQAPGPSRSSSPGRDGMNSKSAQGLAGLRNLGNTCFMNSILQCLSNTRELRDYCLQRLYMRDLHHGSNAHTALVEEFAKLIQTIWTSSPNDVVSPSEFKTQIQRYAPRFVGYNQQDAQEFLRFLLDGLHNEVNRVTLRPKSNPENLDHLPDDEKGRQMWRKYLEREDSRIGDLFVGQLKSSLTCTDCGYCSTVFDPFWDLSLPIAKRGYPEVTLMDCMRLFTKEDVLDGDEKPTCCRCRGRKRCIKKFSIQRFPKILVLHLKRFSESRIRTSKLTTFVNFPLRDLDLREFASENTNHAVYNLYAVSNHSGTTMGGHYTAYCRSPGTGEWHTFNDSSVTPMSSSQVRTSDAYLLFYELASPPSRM
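Deubiquitinase activity read as fluorescence (485/531 nm) after Ub-CHOP2 cleavage activates the enterokinase reporter on its substrate; USP2 core 10nM, Ub-CHOP2 and substrate 25nM each, 30min compound preincubation then 60min RT; data normalized to NEM, curves fitted.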
TSG101-PTAP inh = blocks PTAP/TSG101 interaction to inhibit HIV-1 budding. Q99816. Fluorescence polarization, FITC-PTAP peptide / Tsg101 binding. 340,000 tested, under 10 active. Potency, µM (top dose mostly 115 µM), for the others: at the top dose activity change, negative = inhibition, actives largely listed as inhibitors; active = well fitted inhibition curve with a large enough effect in the main read-out, with a control signal flat, not every such curve was filed as active; inconclusive = small, poorly fitted or top-dose-only effect, or effect the other way, or a change in a side signal; inactive = no such curve, though single readings can be large or run the other way; note: potency is the fitted concentration of half-maximal effect; % of control where 0% means no effect
Target sequence (Q99816 whole entry, looked up): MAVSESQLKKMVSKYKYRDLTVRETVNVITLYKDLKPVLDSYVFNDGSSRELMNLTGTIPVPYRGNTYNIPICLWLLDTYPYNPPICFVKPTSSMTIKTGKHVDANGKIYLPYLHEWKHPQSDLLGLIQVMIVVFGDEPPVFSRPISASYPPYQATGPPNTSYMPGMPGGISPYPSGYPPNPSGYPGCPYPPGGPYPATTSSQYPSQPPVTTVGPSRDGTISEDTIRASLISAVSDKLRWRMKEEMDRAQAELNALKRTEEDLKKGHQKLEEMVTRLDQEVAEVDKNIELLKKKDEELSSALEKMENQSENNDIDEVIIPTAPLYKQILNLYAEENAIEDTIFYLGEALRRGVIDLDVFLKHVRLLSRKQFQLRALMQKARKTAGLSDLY
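Steps: Tsg101 binding domain dispensed (10 uM final), compounds pinned in DMSO, FITC-labeled PTAP-motif peptide added (50 nM final); after 20 min binding at room temperature, polarization measured.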
Numbers without * were called inactive; ? = inconclusive; / = not tested or not shown; [ ] = dose if it differs, or a comment. Unless noted, calls come from the whole dose curve; as a rule, active = well fitted curve in the direction sought with a large enough effect; inconclusive = small, poorly fitted or top-dose-only effect, or another doubt; inactive = no such curve, though single readings can be large; an effect the other way counts as inactive or inconclusive.

1	CC(C)n1nnnc1SCC(=O)N1CCN(C(=O)c2ccco2)CC1
2	CCOC(=O)C1=C(CCc2ccccc2)NC(=O)NC1c1cccc([N+](=O)[O-])c1 (centres undefined)
3	CCN(CC)S(=O)(=O)c1ccc(N2CCOCC2)c(NC(=O)c2cc3ccccc3oc2=O)c1
4	CC(=O)Nc1ccc(S(=O)(=O)N(C)CC(=O)N/N=C/c2ccc(C(=O)O)cc2)cc1
5	O=C(Nc1nnc(C23CC4CC(CC(C4)C2)C3)s1)c1ccco1
6	Cc1nc(-c2ccc(F)cc2)c(CC(=O)N(C)CC(=O)Nc2ccccc2Br)s1
7	O=C(c1ccc(-c2ccc([N+](=O)[O-])cc2)o1)N1CCCCC1
8	COc1ccc(C(=O)C2CCCN(Cc3c[nH]c4ccccc34)C2)c(OC)c1 (centres undefined)
9	O=C(c1cccs1)N(Cc1ccc(Cl)cc1)C1CCS(=O)(=O)C1 (centres undefined)
10	NN1C(=O)/C(=C\c2ccco2)SC1=S

assay / entry | 1 | 2 | 3 | 4 | 5 | 6 | 7 | 8 | 9 | 10
Eya2 inh | 18% | 3% | -6% | -7% | -1% | 16% | -15% | -5% | 3% | -2%
a7 integrin act | -18% | -11% | 5% | 16% | 10% | -29% | 5% | -53%[inhibitor] | 4% | -5%
uPA surface inh | -2% | 4% | ? | 18% | -3% | 1% | -20% | -20% | -7% | -1%
BRCA1 expr up | -2% | -13% | -22% | -1% | 58% | 1% | ? | -23% | 0% | 0%
B2AR arrestin | 0.2% | 0.2% | 0.2% | -0.9% | -0.1% | 0.1% | -0.8% | -0.7% | 0.3% | -0.4%
ELG1 genotoxic | -4% | 1% | -10% | 1% | 1.2µM* | -1% | ? | -6% | 1% | -1%
TRPV1 agonist | 0 | 4 | 3 | 1 | -1 | 0 | 2 | 7 | -4 | /
p53 reactivator | 10% | / | 0% | 6% | ? | -5% | / | -5% | -4% | 7%
S-ASM inh | -2% | 4% | -7% | 2% | -3% | -5% | -2% | -5% | -2% | -9%
USP2a inh | 1% | 0% | 2% | 1% | 3% | 1% | 2% | 8% | 3% | 2%
TSG101-PTAP inh | -7% | -11% | -3% | -6% | -6% | 0% | 5% | -6% | 0% | -5%

Entries by screen from the entries so far.
Entries 4 to 8 in S-ASM inh: 2%, -3%, -5%, -2%, -5%
Entries 4 to 8 in Eya2 inh: -7%, -1%, 16%, -15%, -5%
Entries 4 to 8 in BRCA1 expr up: -1%, 58%, 1%, ?, -23%

Limited to BRCA1 expr up, TSG101-PTAP inh and S-ASM inh (3 entries from above):
nr	SMILES	BRCA1 expr up	TSG101-PTAP inh	S-ASM inh
2	CCOC(=O)C1=C(CCc2ccccc2)NC(=O)NC1c1cccc([N+](=O)[O-])c1 (centres undefined)	-13%	-11%	4%
1	CC(C)n1nnnc1SCC(=O)N1CCN(C(=O)c2ccco2)CC1	-2%	-7%	-2%
8	COc1ccc(C(=O)C2CCCN(Cc3c[nH]c4ccccc34)C2)c(OC)c1 (centres undefined)	-23%	-6%	-5%

Next section:
11	CCOc1ccc(CCNC(=O)c2cc3ccccn3n2)cc1OCC
12	CNC(=O)CN(c1ccc(Oc2ccccc2)cc1)S(=O)(=O)c1ccc(C)cc1
13	Cc1ccc(S(=O)(=O)N2C3C=CC(C3)C2C(=O)O)cc1 (centres undefined)
14	COc1ccc(CN2CCCCCC2)cc1
15	Cc1nc2nc(-c3cccnc3)[nH]n2c(=O)c1Cc1ccccc1
16	COc1cccc(-c2ccc3c(c2)C2CC3CCN2C(=O)c2ccc(Cl)cc2)c1 (centres undefined)
17	O=C(CCN1C(=O)/C(=C/c2ccc3c(c2)OCO3)SC1=S)Nc1ccc(C(=O)O)cc1
18	c1nc(NC2CCCCC2)c2[nH]cnc2n1
19	O=C(Cn1nc(-c2ccccc2)c2ccccc2c1=O)NCCO
20	CC(=O)Nc1cccc(NC(=O)C2C3C=CC(C3)C2C(=O)O)c1 (centres undefined)

assay / entry | 11 | 12 | 13 | 14 | 15 | 16 | 17 | 18 | 19 | 20
Eya2 inh | -11% | -4% | -7% | 6% | -23% | / | 5% | 4% | 16% | 3%
a7 integrin act | 21% | 5% | 21% | 30% | 11% | 6% | 6% | -20% | -14% | -21%
uPA surface inh | ? | -5% | 0% | -1% | / | -2% | 1% | 1% | 9% | -26%
BRCA1 expr up | -1% | -20% | -4% | 4% | 3% | -9% | -25% | 4%[1.84 µM] | 7% | 5%
B2AR arrestin | -0.8% | -0.7% | -0.3% | 4.9% | 0.1% | / | -0.7% | -0.2% | -0.5% | 0.5%
ELG1 genotoxic | -7% | 2% | -1% | -4% | 11% | / | 9% | 0% | -1% | 0%
TRPV1 agonist | 12 | 2 | 0 | 2 | 2 | / | 0 | 1 | -1 | 1
p53 reactivator | 4% | -1% | -6% | ? | 0% | / | 10% | ? | -2% | 5%
S-ASM inh | 1% | -12% | 4% | -3% | -1% | -6% | -4% | 0% | 3% | 4%
USP2a inh | 1% | 0% | -1% | -1% | 1% | / | 1% | 4% | 1% | -10%
TSG101-PTAP inh | -2% | / | -4% | -1% | -8% | -4% | -4% | -5% | -7% | -1%

21	O=C(O)CN1C(=O)/C(=C/C=C/c2ccccc2)SC1=S
22	O=C(NCC1CCCO1)C1CCN(S(=O)(=O)c2cccc3nonc23)CC1 (centres undefined)
23	Cc1cc(C)nc(S/C=C/C(=O)c2ccc(F)cc2)n1
24	COc1cccc(NC(=O)CN(C)C(=O)CN2C(=O)NC3(CCCC3)C2=O)c1
25	CCOC(=O)c1sc(=S)n(-c2cc(OC)ccc2OC)c1N
26	CCCCOc1ccc(C(=O)N2CCN(c3ncccn3)CC2)cc1
27	COc1ccc(CCNC(=O)c2ccc(CS(=O)Cc3ccc(Cl)cc3)o2)cc1OC (centres undefined)
28	Cc1ccc(S(=O)(=O)c2cc(C)cc(S(=O)(=O)Nc3ccc(C(=O)O)cc3)c2C)cc1
29	CNC(=S)N(Cc1cccs1)Cc1cc2cc(OC)c(OC)cc2[nH]c1=O
30	COc1ccc(Br)cc1CNc1ccc(O)cc1

assay / entry | 21 | 22 | 23 | 24 | 25 | 26 | 27 | 28 | 29 | 30
Eya2 inh | -3% | -2% | 0% | 0% | 11% | -1% | -8% | 0% | 0% | -17%
a7 integrin act | 1% | 17% | / | -4% | -3% | 15% | -7% | 12% | 16% | -70%[inhibitor]
uPA surface inh | ? | 13% | / | -16% | -2% | 9% | -3% | -2% | -4% | -6%
BRCA1 expr up | 102% | -5% | / | -14% | 2% | -28% | -9% | -1% | -29% | -47%
B2AR arrestin | -0.4% | 0.0% | 3.4% | 0.2% | -1.6% | -0.8% | -1.0% | -0.1% | 0.6% | 16%
ELG1 genotoxic | 0% | 3% | 16% | 9% | 1% | -1% | -12% | 2% | / | -4%
TRPV1 agonist | -3 | -1 | 11 | -2 | 5 | 10 | 2 | -2 | 6 | -1
p53 reactivator | 1% | 2% | ? | 4% | 6% | / | -1% | 4% | -2% | -42%[inhibitor]
S-ASM inh | -3% | -1% | / | -1% | -3% | -3% | 0% | 10% | 10% | 2%
USP2a inh | 7% | 3% | 0% | 1% | -1% | 0% | 1% | 1% | 0% | -1%
TSG101-PTAP inh | -3% | -1% | / | 0% | -1% | -1% | -6% | -2% | 0% | -2%

31	COc1cccc(/C=N/NC(=O)CNC(=O)/C=C\c2ccccc2)c1O
32	CCC1(N(C(C)=O)c2ccc(OC)cc2)C(=O)c2ccccc2C1=O
33	O=C(Nc1ccc(Cl)c(Cl)c1)OCc1cccnc1
34	COC(=O)c1cn(NC(=O)c2cccc(OC)c2)c(=O)c2ccccc12
35	CCC(C)[C@H](N)c1nnc(SCC(=O)Nc2cccc(Cl)c2)o1 (some centres undefined)

assay / entry | 31 | 32 | 33 | 34 | 35
Eya2 inh | 3% | 16% | 7% | 15% | 4%
a7 integrin act | -13% | 20% | -32% | 0% | 20%
uPA surface inh | ? | 4% | -4% | 1% | /
BRCA1 expr up | -4% | 0% | 61% | 0% | 7%
B2AR arrestin | -0.1% | -0.4% | -2.1% | 2.4% | -0.4%
ELG1 genotoxic | 18% | -9% | 15% | -2% | 0%
TRPV1 agonist | -1 | -3 | ? | 3 | -3
p53 reactivator | 17% | 16% | 7% | 3% | -18%
S-ASM inh | 6% | -3% | -3% | -3% | 0%
USP2a inh | -1% | 4% | 0% | 3% | -1%
TSG101-PTAP inh | 0% | -3% | 2% | -5% | -7%

This is a random part of the collection. About 2.6% of those tested had a hit in this group.
